NSD2 block: inhibitors of human NSD2, primary screen, biochemical, plate reader, single point; inhibition, % at 12.5 µM; NSD2-SET H3K36me1 DELFIA fluorescence; AID 624260, 2012; Histone-lysine N-methyltransferase NSD2 (Homo sapiens), O96028; hit rate 0.07% among 44,000; in the data active = inhibition above about 54%, passing the limit was not always enough; inconclusive = no clear call, values can overlap the other calls;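 note: inhibitors reduce the monomethyl H3K36 fluorescence signal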
Target sequence (O96028 whole entry, looked up): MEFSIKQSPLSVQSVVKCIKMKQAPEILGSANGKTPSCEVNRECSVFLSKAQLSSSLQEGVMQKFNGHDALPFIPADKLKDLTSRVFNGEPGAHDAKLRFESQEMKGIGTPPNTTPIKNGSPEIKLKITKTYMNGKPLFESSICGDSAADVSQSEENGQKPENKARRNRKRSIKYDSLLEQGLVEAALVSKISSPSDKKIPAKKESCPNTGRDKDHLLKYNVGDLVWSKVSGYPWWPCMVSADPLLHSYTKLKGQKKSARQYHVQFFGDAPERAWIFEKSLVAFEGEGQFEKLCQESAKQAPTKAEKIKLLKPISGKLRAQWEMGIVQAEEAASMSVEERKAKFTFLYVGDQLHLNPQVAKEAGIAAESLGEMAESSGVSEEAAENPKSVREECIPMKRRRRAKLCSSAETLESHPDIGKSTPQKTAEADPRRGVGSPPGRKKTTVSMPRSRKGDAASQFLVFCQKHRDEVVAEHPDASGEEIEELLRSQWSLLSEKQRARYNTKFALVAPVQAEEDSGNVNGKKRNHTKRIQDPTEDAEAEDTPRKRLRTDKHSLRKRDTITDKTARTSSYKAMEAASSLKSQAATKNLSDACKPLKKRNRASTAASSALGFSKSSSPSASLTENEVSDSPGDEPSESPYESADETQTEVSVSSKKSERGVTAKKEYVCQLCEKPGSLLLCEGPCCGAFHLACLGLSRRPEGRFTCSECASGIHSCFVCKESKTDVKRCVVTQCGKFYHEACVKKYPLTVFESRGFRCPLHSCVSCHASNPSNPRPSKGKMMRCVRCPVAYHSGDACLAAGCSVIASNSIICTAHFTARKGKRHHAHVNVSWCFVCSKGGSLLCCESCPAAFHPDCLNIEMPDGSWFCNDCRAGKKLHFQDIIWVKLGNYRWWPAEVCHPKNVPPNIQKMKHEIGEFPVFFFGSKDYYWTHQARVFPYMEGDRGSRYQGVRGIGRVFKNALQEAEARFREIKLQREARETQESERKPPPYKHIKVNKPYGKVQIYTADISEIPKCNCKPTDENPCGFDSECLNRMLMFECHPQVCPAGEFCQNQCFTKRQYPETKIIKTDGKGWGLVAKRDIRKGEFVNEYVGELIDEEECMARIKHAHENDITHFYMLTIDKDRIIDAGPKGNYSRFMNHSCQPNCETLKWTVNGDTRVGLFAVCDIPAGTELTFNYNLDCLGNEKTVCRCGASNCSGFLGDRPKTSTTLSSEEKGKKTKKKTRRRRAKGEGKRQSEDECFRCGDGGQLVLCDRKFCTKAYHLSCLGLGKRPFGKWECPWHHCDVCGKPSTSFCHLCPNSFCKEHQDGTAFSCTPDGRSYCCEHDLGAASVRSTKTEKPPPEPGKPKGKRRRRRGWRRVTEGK
Active calls of the source: *; ? = inconclusive.

SMILES | NSD2 block
COc1cc(Br)cc(/C=N/NC(=O)CCCCCC(=O)O)c1O | -2.1
C[C@@H]1CN([C@H](C)CO)C(=O)Cc2cc(NC(=O)CCC(F)(F)F)ccc2O[C@H]1CN(C)C(=O)NC1CCCCC1 | 0.1
C[C@@H]1CN([C@H](C)CO)C(=O)c2cccc(NC(=O)C3CCCCC3)c2O[C@H]1CN(C)S(C)(=O)=O | 2.6
C[C@@H]1CN([C@H](C)CO)S(=O)(=O)c2ccc(-c3cncnc3)cc2O[C@H]1CN(C)C(=O)Cc1ccncc1 | -70.0
COc1ccc(CN(C)C[C@@H]2Oc3ccc(NC(=O)c4ccncc4)cc3CC(=O)N([C@H](C)CO)C[C@H]2C)cc1 | 0.7
O=C(NO)c1cccc(C(=O)N/N=C/c2cc(Br)cs2)c1 | -2.6
C[C@@H]1CN([C@H](C)CO)C(=O)c2cc(NC(=O)CCC(F)(F)F)ccc2O[C@@H]1CN(C)Cc1ccc(-c2ccccc2)cc1 | -12.3
CCC(=O)N(C)C[C@@H]1Oc2ncc(C#Cc3ccccc3OC)cc2C(=O)N([C@@H](C)CO)C[C@@H]1C | -3.9
CNC[C@@H]1Oc2cc(C#CC3(O)CCCC3)ccc2S(=O)(=O)N([C@@H](C)CO)C[C@H]1C | -5.0
Cc1noc(C)c1NC(=O)Nc1ccc2c(c1)C(=O)N([C@H](C)CO)C[C@@H](C)[C@@H](CN(C)Cc1ccc(C(=O)O)cc1)O2 | 1.8
COC(=O)C[C@H]1C(C)(C)[C@H](OC(C)=O)[C@]2(O)CC3=C4CC(=O)O[C@@H](c5ccoc5)[C@]4(C)CCC3[C@@]1(C)C2=O (some centres undefined) | 4.7
CC(C)NC(=O)N(C)C[C@H]1Oc2ncc(C#CC3CC3)cc2C(=O)N([C@@H](C)CO)C[C@H]1C | 2.1
C[C@H]1CN([C@@H](C)CO)C(=O)c2cc(NS(C)(=O)=O)ccc2O[C@H]1CN(C)Cc1ccc(C(=O)Nc2ccccc2N)cc1 | -9.2
O=C(C[C@@H]1CC[C@H](NC(=O)Nc2cc(F)ccc2F)[C@@H](CO)O1)NCc1ccncn1 | 1.7
C[C@H](CO)N1C[C@H](C)[C@H](CN(C)C(=O)Cc2cccnc2)Oc2cc(-c3cncnc3)ccc2S1(=O)=O | 3.6
C[C@H]1CN([C@@H](C)CO)C(=O)Cc2cc(NC(=O)C3CC3)ccc2O[C@H]1CN(C)Cc1ccc(Oc2ccccc2)cc1 | 0.2
C[C@H](CO)N1C[C@H](C)[C@H](CN(C)Cc2ccccc2)Oc2ccc(NC(=O)Nc3ccc(F)cc3)cc2CC1=O | 2.8
C[C@H](CO)N1C[C@H](C)[C@@H](CN(C)Cc2cccc(F)c2)Oc2ncc(C#CCc3ccccc3)cc2C1=O | 3.8
C[C@@H]1CN([C@H](C)CO)C(=O)c2cc(NC(=O)Cc3cn(C)c4ccccc34)ccc2O[C@@H]1CN(C)Cc1ccccc1 | -12.8
C[C@@H]1CN([C@H](C)CO)S(=O)(=O)c2ccc(C#CCN(C)C)cc2O[C@@H]1CN(C)Cc1ccncc1 | 0.6

Three of the compounds above, as tab-separated lines.
Compound	NSD2 block
C[C@@H]1CN([C@H](C)CO)S(=O)(=O)c2ccc(-c3cncnc3)cc2O[C@H]1CN(C)C(=O)Cc1ccncc1	-70.0
COc1ccc(CN(C)C[C@@H]2Oc3ccc(NC(=O)c4ccncc4)cc3CC(=O)N([C@H](C)CO)C[C@H]2C)cc1	0.7
O=C(NO)c1cccc(C(=O)N/N=C/c2cc(Br)cs2)c1	-2.6

The main list resumes, repeating the 2 entries before the break.
SMILES | NSD2 block
C[C@@H]1CN([C@H](C)CO)C(=O)c2cc(NC(=O)Cc3cn(C)c4ccccc34)ccc2O[C@@H]1CN(C)Cc1ccccc1 | -12.8
C[C@@H]1CN([C@H](C)CO)S(=O)(=O)c2ccc(C#CCN(C)C)cc2O[C@@H]1CN(C)Cc1ccncc1 | 0.6
CC(C)CC#Cc1ccc2c(c1)O[C@H](CN(C)Cc1ccccn1)[C@H](C)CN([C@H](C)CO)S2(=O)=O | 0.8
COCC#Cc1ccc2c(c1)O[C@@H](CN(C)Cc1ccc3c(c1)OCO3)[C@H](C)CN([C@H](C)CO)S2(=O)=O | 3.7
C[C@@H]1CN([C@H](C)CO)S(=O)(=O)c2ccc(-c3cccc(F)c3)cc2O[C@H]1CN(C)C(=O)C1CC1 | 6.6
Cc1cc(C(=O)Nc2cccc3c2O[C@H](CN(C)Cc2ccc(Cl)c(Cl)c2)[C@@H](C)CN([C@@H](C)CO)C3=O)n(C)n1 | 3.8
C[C@H](CO)N1C[C@H](C)[C@@H](CN(C)Cc2ccncc2)Oc2c(NC(=O)c3cnccn3)cccc2C1=O | -0.6
Cc1noc(C)c1NC(=O)N(C)C[C@@H]1OCCCC[C@@H](C)Oc2ccc(NS(=O)(=O)c3ccc(Cl)cc3)cc2C(=O)N([C@@H](C)CO)C[C@H]1C | -0.5
C[C@H](CO)N1C[C@H](C)[C@H](CN(C)C(=O)CCC(F)(F)F)OCCCC[C@H](C)Oc2ccc(NC(=O)CCC(F)(F)F)cc2C1=O | -4.2
C[C@H](CO)N1C[C@H](C)[C@H](CN(C)C(=O)NC2CCCCC2)Oc2ccc(NC(=O)Nc3ccc(C(F)(F)F)cc3)cc2C1=O | -6.4
CCC(=O)N(C)C[C@@H]1Oc2ncc(C3=CCCC3)cc2C(=O)N([C@@H](C)CO)C[C@@H]1C | 15.0
CC(C)=CCC[C@H](C)C/C=N/NC(=O)c1ccc(C(=O)NO)cc1 | 2.7

Three entries from above, sorted by their value in NSD2 block, high to low.
SMILES | NSD2 block
CC(C)=CCC[C@H](C)C/C=N/NC(=O)c1ccc(C(=O)NO)cc1 | 2.7
C[C@H](CO)N1C[C@H](C)[C@@H](CN(C)Cc2ccncc2)Oc2c(NC(=O)c3cnccn3)cccc2C1=O | -0.6
C[C@H](CO)N1C[C@H](C)[C@H](CN(C)C(=O)NC2CCCCC2)Oc2ccc(NC(=O)Nc3ccc(C(F)(F)F)cc3)cc2C1=O | -6.4

Additional records:
SMILES | NSD2 block
O=C(Nc1ccc2c(c1)[C@@H]1C[C@@H](CC(=O)N3CCc4ccccc4C3)O[C@@H](CO)[C@@H]1O2)C1CCC1 | -1.7
O=C(C[C@H]1C[C@@H]2c3cc(NS(=O)(=O)c4ccc(F)cc4)ccc3O[C@@H]2[C@@H](CO)O1)NCCN1CCCCC1 | 1.2
COCC#Cc1ccc2c(c1)O[C@@H](CN(C)Cc1cncnc1)[C@@H](C)CN([C@H](C)CO)S2(=O)=O | 5.5
Cc1ccnc(N)c1 | 0.9
C[C@@H]1CN([C@H](C)CO)C(=O)Cc2cc(NC(=O)NC3CCCCC3)ccc2O[C@H]1CN(C)Cc1ccc(Oc2ccccc2)cc1 | -3.4
Cc1ccc(S(=O)(=O)N(C)C[C@H]2Oc3c(NS(=O)(=O)c4cccs4)cccc3C(=O)N([C@H](C)CO)C[C@H]2C)cc1 | -0.8
CCCC#Cc1ccc2c(c1)O[C@@H](CN(C)C(=O)CC1CC1)[C@@H](C)CN([C@H](C)CO)S2(=O)=O | ?
C[C@H]1CN([C@@H](C)CO)S(=O)(=O)c2ccc(-c3cccc(F)c3)cc2O[C@@H]1CN(C)C(=O)Nc1cc(F)ccc1F | -1.5
CC(C)NC(=O)N(C)C[C@H]1Oc2ncc(C#Cc3ccncc3)cc2C(=O)N([C@H](C)CO)C[C@H]1C | 5.0
Cc1ccc(S(=O)(=O)N(CC(=O)Nc2cccnc2)c2cc(C)cc(C)c2)cc1 | 0.7
COc1ccc(C#Cc2cnc3c(c2)C(=O)N([C@@H](C)CO)C[C@H](C)[C@H](CN(C)C(=O)CN(C)C)O3)cc1 | 0.7
Cc1noc(C)c1NC(=O)N(C)C[C@H]1OCCCC[C@H](C)Oc2ccc(NS(=O)(=O)c3ccccc3)cc2C(=O)N([C@@H](C)CO)C[C@@H]1C | 0.7
C[C@H]1CN([C@@H](C)CO)C(=O)Cc2cc(NC(=O)NC3CCCCC3)ccc2O[C@@H]1CN(C)C(=O)Nc1ccccc1 | -2.9
C[C@@H]1CN([C@@H](C)CO)C(=O)Cc2cc(NC(=O)Cc3cn(C)c4ccccc34)ccc2O[C@H]1CN(C)Cc1ccccc1 | 13.6
C[C@H]1CN([C@@H](C)CO)C(=O)c2cc(C3=CCCCC3)cnc2O[C@@H]1CN(C)CC1CCOCC1 | 13.0
C[C@@H]1CN([C@H](C)CO)C(=O)c2cc(N(C)C)ccc2O[C@@H](C)CCCCO[C@H]1CN(C)S(=O)(=O)c1cn(C)cn1 | -6.2
C/C=C/c1ccc2c(c1)O[C@@H](CN(C)C(=O)Nc1cc(F)ccc1F)[C@@H](C)CN([C@@H](C)CO)S2(=O)=O | 1.3
CCCNC(=O)C[C@H]1C[C@H]2c3cc(NC(=O)C4CCC4)ccc3O[C@H]2[C@H](CO)O1 | -10.0
COc1ccc(NC(=O)Nc2ccc3c(c2)C(=O)N([C@H](C)CO)C[C@@H](C)[C@H](CN(C)C(=O)c2ccccc2)OCCCC[C@@H](C)O3)cc1 | -1.7
Cc1noc(C)c1S(=O)(=O)N(C)C[C@@H]1Oc2ccc(NS(=O)(=O)c3cccs3)cc2CC(=O)N([C@H](C)CO)C[C@H]1C | 3.7
COc1ccc(NC(=O)Nc2ccc3c(c2)C(=O)N([C@@H](C)CO)C[C@@H](C)[C@@H](CN(C)Cc2ccc(C(F)(F)F)cc2)OCCCC[C@@H](C)O3)cc1 | 31.9
C[C@H](CO)N1C[C@H](C)[C@@H](CN(C)S(=O)(=O)c2cn(C)cn2)OCCCC[C@H](C)Oc2ccc(NC(=O)C3CCCCC3)cc2C1=O | -3.9
Cc1cc(C(=O)Nc2cccc3c2O[C@@H](CN(C)Cc2ccc(C(=O)O)cc2)[C@@H](C)CN([C@H](C)CO)C3=O)n(C)n1 | -3.7
Cc1cc(C)c(-c2cc(C(F)(F)F)no2)c(=O)[nH]1 | 3.3
Cc1ccc(S(=O)(=O)N(C)C[C@H]2Oc3ncc(-c4ccncc4)cc3C(=O)N([C@H](C)CO)C[C@@H]2C)cc1 | 1.7
Cc1noc(C)c1NC(=O)N(C)C[C@H]1Oc2ccc(NC(=O)Cn3cnnn3)cc2CC(=O)N([C@@H](C)CO)C[C@@H]1C | -2.1
Cc1ccsc1/C=N/NC(=O)c1ccc(C(=O)NO)cc1 | 2.1
C[C@H]1CN([C@@H](C)CO)C(=O)Cc2cc(N(C)C)ccc2O[C@@H]1CN(C)C(=O)Nc1ccc(F)cc1 | 3.5
C[C@H]1CN([C@@H](C)CO)C(=O)c2cc(NS(=O)(=O)c3ccccc3)ccc2O[C@H]1CN(C)Cc1ccc2c(c1)OCO2 | -13.8
C[C@H]1CN([C@@H](C)CO)C(=O)c2cccc(NS(=O)(=O)c3ccc(F)cc3)c2O[C@H]1CN(C)Cc1ccc(Cl)c(Cl)c1 | -2.0
Cc1ncc(CO)c(/C=N/NC(=O)c2ccc(C(=O)NO)cc2)c1O | 4.2
CCS(=O)(=O)N[C@@H]1C=C[C@H](CC(=O)Nc2ccc(-c3ccccc3)cc2)O[C@@H]1CO | 0.6
Cc1ccc(N=C2NC(=O)CC(C(=O)Nc3ccc(Cl)cc3)S2)cc1C (centres undefined) | 0.9
C[C@H](CO)N1C[C@H](C)[C@H](CN(C)Cc2ccccn2)Oc2ncc(C#CCC3CCCC3)cc2C1=O | -3.0
COc1ccc(-c2ccc3c(c2)O[C@@H](CN(C)C(=O)Nc2ccccc2F)[C@@H](C)CN([C@H](C)CO)S3(=O)=O)cc1 | 4.4
Cc1noc(C)c1NC(=O)Nc1ccc2c(c1)C(=O)N([C@@H](C)CO)C[C@@H](C)[C@H](CN(C)CC1CCCCC1)O2 | 1.5
Cc1ccc(S(=O)(=O)Nc2ccc3c(c2)CC(=O)N([C@H](C)CO)C[C@@H](C)[C@H](CN(C)Cc2ccc4c(c2)OCO4)O3)cc1 | -1.9
C[C@H](CO)N1C[C@H](C)[C@H](CN(C)C(=O)Nc2ccccc2C(F)(F)F)OCc2cn(nn2)CCCC1=O | 5.3
COc1ccc(CN(C)C[C@H]2OCCCC[C@@H](C)Oc3ccc(N(C)C)cc3C(=O)N([C@H](C)CO)C[C@@H]2C)cc1 | 1.0
CC(C)NC(=O)N(C)C[C@H]1Oc2c(NC(=O)Nc3cccc4ccccc34)cccc2C(=O)N([C@@H](C)CO)C[C@@H]1C | -0.3
O=C(O)C[C@@H]1C[C@@H]2c3cc(NC(=O)CC4CC4)ccc3O[C@@H]2[C@@H](CO)O1 | 16.2
COCC(=O)N(C)C[C@H]1Oc2ncc(-c3cccc(OC)c3)cc2C(=O)N([C@@H](C)CO)C[C@H]1C | -4.1
C/C=C/c1ccc2c(c1)O[C@H](CN(C)C(=O)Nc1ccc(OC)cc1)[C@H](C)CN([C@H](C)CO)S2(=O)=O | 3.1
C[C@H]1CN([C@@H](C)CO)C(=O)c2cc(-c3cncnc3)cnc2O[C@H]1CN(C)CC1CCOCC1 | 2.3
C[C@H](CO)N1C[C@H](C)[C@@H](CN(C)C(=O)Nc2ccccc2)Oc2ccc(NS(=O)(=O)c3ccc(Cl)cc3)cc2C1=O | -3.6
C[C@H](CO)N1C[C@H](C)[C@@H](CN(C)C(=O)NC2CCCCC2)Oc2ccc(NS(=O)(=O)c3ccc(Cl)cc3)cc2C1=O | -85.5
Cc1ccc(S(=O)(=O)N(C)C[C@@H]2OCCCC[C@H](C)Oc3ccc(NS(=O)(=O)c4c(C)noc4C)cc3C(=O)N([C@H](C)CO)C[C@H]2C)cc1 | -3.5
C[C@@H]1CN([C@H](C)CO)C(=O)c2cccc(NC(=O)NC3CCCCC3)c2O[C@H]1CN(C)C(=O)Nc1ccc(C(F)(F)F)cc1 | 3.7
COc1cccc(S(=O)(=O)N(C)C[C@@H]2Oc3ncc(C#CCC(C)C)cc3C(=O)N([C@H](C)CO)C[C@H]2C)c1 | 3.0
C[C@H](CO)N1C[C@H](C)[C@H](CN(C)C(=O)c2cnccn2)Oc2ncc(-c3cccc(C#N)c3)cc2C1=O | 0.3
C/C=C/c1ccc2c(c1)O[C@H](CN(C)C(=O)NCCC)[C@H](C)CN([C@@H](C)CO)S2(=O)=O | -6.8
CC(C)NC(=O)Nc1ccc2c(c1)C(=O)N([C@H](C)CO)C[C@H](C)[C@@H](CN(C)C(=O)Nc1cccc3ccccc13)O2 | -1.2

Source: PubChem BioAssay (Broad Institute)

A portion of the library; count on the stated rates, not on these rows.
